ROC1-CUL1 inh = inhibitors of human ROC1-CUL1 ubiquitin ligase activity | in vitro K48 di-Ub FRET, acceptor:donor ratio, 45 min | inhibition, % at 10 µM | 140,000 tested, 0.6% active; in the data active = inhibition above about 25%
Target sequence (P62877 whole entry, looked up): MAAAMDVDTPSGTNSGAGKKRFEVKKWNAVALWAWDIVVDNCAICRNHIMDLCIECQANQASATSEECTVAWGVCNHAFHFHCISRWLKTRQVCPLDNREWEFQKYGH
Target sequence (Q13616 whole entry, looked up): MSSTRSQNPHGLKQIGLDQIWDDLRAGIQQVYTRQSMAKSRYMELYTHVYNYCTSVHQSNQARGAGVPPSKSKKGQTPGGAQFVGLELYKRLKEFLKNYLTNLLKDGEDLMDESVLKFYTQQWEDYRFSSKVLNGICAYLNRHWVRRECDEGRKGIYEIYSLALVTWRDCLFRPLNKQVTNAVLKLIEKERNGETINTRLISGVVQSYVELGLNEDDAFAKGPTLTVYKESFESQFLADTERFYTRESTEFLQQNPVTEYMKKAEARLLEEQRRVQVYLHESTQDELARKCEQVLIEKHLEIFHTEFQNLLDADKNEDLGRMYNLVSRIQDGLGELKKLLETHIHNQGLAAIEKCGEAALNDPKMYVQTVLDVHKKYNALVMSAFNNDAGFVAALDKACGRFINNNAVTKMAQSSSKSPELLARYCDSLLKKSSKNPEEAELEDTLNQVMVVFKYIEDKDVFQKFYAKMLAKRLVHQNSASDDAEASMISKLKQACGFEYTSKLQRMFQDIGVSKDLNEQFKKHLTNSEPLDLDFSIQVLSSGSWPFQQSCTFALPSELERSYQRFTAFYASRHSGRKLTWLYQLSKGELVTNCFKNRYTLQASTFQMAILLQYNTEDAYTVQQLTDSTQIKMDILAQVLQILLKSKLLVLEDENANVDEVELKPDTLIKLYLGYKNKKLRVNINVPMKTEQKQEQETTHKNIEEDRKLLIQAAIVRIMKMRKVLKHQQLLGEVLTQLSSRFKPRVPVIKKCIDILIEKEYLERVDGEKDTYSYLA
* = called active by the depositor. A portion of the library, so the mix of outcomes need not match the whole.

Preview:
SMILES | ROC1-CUL1 inh
O=C1CCC(CCC(=O)N2CCC(Cc3ccccc3)CC2)(Cc2ccc(F)cc2)N1 (stereo not given) | -5
O=C(CCn1c(=O)c2ccccc2n(Cc2ccc(Cl)cc2)c1=O)NCc1ccc2c(c1)OCO2 | 3
O=C(O)c1ccccc1N1C(=O)c2ccc(I)cc2C1=O | -1
O=C(N/N=C/c1ccc([N+](=O)[O-])s1)c1cccs1 | 2
CC1=CC(C)(C)Oc2c1c(=O)n(-c1ccc(C)cc1)c(=S)n2-c1ccc(C)cc1 | -4
CC(=O)Nc1ccc(NC(=O)c2cc3c(=O)n(Cc4cccnc4)ccc3nc2C)cc1 | -4

The listing, repeating the preview:
SMILES | ROC1-CUL1 inh
O=C1CCC(CCC(=O)N2CCC(Cc3ccccc3)CC2)(Cc2ccc(F)cc2)N1 (stereo not given) | -5
O=C(CCn1c(=O)c2ccccc2n(Cc2ccc(Cl)cc2)c1=O)NCc1ccc2c(c1)OCO2 | 3
O=C(O)c1ccccc1N1C(=O)c2ccc(I)cc2C1=O | -1
O=C(N/N=C/c1ccc([N+](=O)[O-])s1)c1cccs1 | 2
CC1=CC(C)(C)Oc2c1c(=O)n(-c1ccc(C)cc1)c(=S)n2-c1ccc(C)cc1 | -4
CC(=O)Nc1ccc(NC(=O)c2cc3c(=O)n(Cc4cccnc4)ccc3nc2C)cc1 | -4
CCc1ccc(CNc2ccc(C(=O)O)c(Cl)c2)cc1 | 4
Oc1ccc(NC(=S)NCCc2ccccc2)cc1 | 21
CCC(=O)N1c2ccccc2CC1C(=O)NCCc1ccc(C)cc1 (stereo not given) | -6
N#C/C(=C\c1ccccc1)c1nc(-c2cc3c(ccc4ccccc43)oc2=O)cs1 | 5
CCOc1ccc2oc(=O)cc(CN3CCN(C(=O)c4ccc(Cl)cc4)CC3)c2c1 | 0
O=C(Nc1nc(-c2ccccc2)cs1)c1ccc(-c2ccc(Cl)cc2)o1 | 0
CCCSc1nnc2c(n1)OC(c1cccn1C)N(C(C)=O)c1ccccc1-2 (stereo not given) | -6
CSc1ccc(S(=O)(=O)N2CCC(C(=O)NC3CC3)CC2)cc1 | -1
COc1ccc(CCNC(=O)c2ccc(Cn3c(=O)c4ccccc4n(Cc4cccc(Cl)c4)c3=O)cc2)cc1OC | -1
Cc1cc(C)n2c(=S)[nH]nc2n1 | -2
Cc1c(C(=O)N2CCC(C)CC2)c(S(=O)(=O)Nc2cccc(C#N)c2)c(C)n1C | -2
CCc1ccccc1NC(=O)C1CCC(CNS(=O)(=O)c2ccc3c(c2)CC(C)N3C(C)=O)CC1 (stereo not given) | -6
O=C1c2ccccc2CN1c1ccc(Cl)cc1Cl | 3
CCOC(=O)c1oc2cc(O)ccc2c(=O)c1-c1ccccc1OC | 8
O=C(CSc1nc(-c2ccc(F)cc2)nc2c1Cc1ccccc1O2)Nc1cccc(C(=O)O)c1 | 25*
CN(C(=O)CCc1cnccn1)C1CCCN(Cc2ccccc2F)C1 (stereo not given) | -5
COc1cc(-c2n[nH]c(=O)o2)cc(OC)c1OC | 11
COc1ccc(C2c3c(n[nH]c3C(C)(C)C)OC(=N)C2C#N)cc1OC (stereo not given) | -3
N#Cc1c[nH]n2c(NC3CCCCC3)c(-c3ccc(F)cc3)nc12 | 7
COc1cc(Nc2nc3c(S(=O)(=O)c4cccc(Cl)c4)nnn3c3ccsc23)cc(OC)c1 | 1
Cc1ccc(OCC(O)CN2CCCC(C)C2)cc1 (stereo not given) | 4
CCOC(=O)C1=C(C)N=c2s/c(=C/c3ccc(N4CCOCC4)o3)c(=O)n2C1c1c(OC)ccc2ccccc12 (stereo not given) | -4
C/C(=N/N1CCN(Cc2ccccc2)CC1)c1ccc(Br)cc1 | 5
O=C(CCS(=O)(=O)c1cc2c3c(c1)CCN3C(=O)CC2)NCc1ccc(Cl)cc1 | -1
CCCOc1ccc(C(NC(=O)c2ccc(C)cc2)NC(=O)c2ccc(C)cc2)cc1OC | -1
Cc1ccc(NC(=O)c2ccc(Br)cc2)c(O)c1 | -2
COc1ccc(-c2nc3cc(C)ccn3c2NC(=O)c2ccc(F)cc2)cc1 | 1
c1ccc(OCc2noc(CN3CCCCC3c3cccnc3)n2)cc1 (stereo not given) | 7
CC1(C(=O)Nc2cccc(Br)c2)Cc2ccccc2C(=O)O1 (stereo not given) | 1
COC(=O)c1[nH]c2c(c1C)C(=O)CC(c1ccc(C)cc1)C2 (stereo not given) | -6
O=C(O)CCCC(=O)Nc1ccc(OCc2nc3ccccc3s2)cc1 | -2
COc1ccc(CNC(=O)c2nc(SCc3ccccc3F)ncc2Cl)cc1 | 4
CCOC(=O)c1c(Cl)nc(Cl)c(N)c1Cl | 0
C=CCOc1ccc(/C=N/NC(=O)CNC(=O)COc2ccccc2C)cc1OC | -2
COc1cc(NC(=O)c2cc3cc4ccc(OC)c(Cl)c4nc3s2)cc(OC)c1 | 4
COc1cc(C(=O)OCc2ccc(Cl)cc2)cc(OC)c1OC | -7
O=C(c1ccc([N+](=O)[O-])cc1[N+](=O)[O-])N(c1ccccc1)c1ccc2ccccc2c1 | -5
COC(=O)NNC(=O)Cc1cccc2ccccc12 | -4
Cc1cc(NC(=O)CCc2nc3cccnc3n2-c2ccccc2)ccc1Br | -7
COc1ccc(OC)c(CNC(=O)CCn2c(=O)c3cccn3c3ccc(F)cc32)c1 | 17
COCCCNc1ncnc2sc(C(=O)NCCC(C)C)c(C)c12 | 5
CC1(C)Cc2nc(C(C)(C)C)ncc2C(NC(=O)c2ccco2)C1 (stereo not given) | 6
CN(C)S(=O)(=O)Cc1ccc(Cl)cc1Cl | 8
Cc1oc(-c2ccc(Cl)cc2)nc1CS(=O)CC(=O)NCc1ccc(Cl)cc1 (stereo not given) | -1
CC(=O)c1c(N)nc(C(Cl)(Cl)Cl)nc1-c1ccccc1 | 0
COCCNC(=O)c1ccc(NS(=O)(=O)c2cccc(OC)c2)cc1 | 4
CCOC(=O)C1(Cc2ccc(OC)cc2)CCN(C(=O)c2cc(C)nn2C)CC1 | 7
O=C(CSc1nc(-c2ccc(F)cc2)cc(C(F)(F)F)n1)NCc1ccncc1 | 3
Cc1ccc(OCC(=O)Nc2nc3ccc(Cl)cc3s2)cc1 | -4
OC(COCCOc1ccc(Br)cc1)CN1CCN(c2ccccc2F)CC1 (stereo not given) | 0
COC(=O)c1cn(CC(=O)N2CCC(C)CC2)c2ccccc12 | 2
COc1cc2[nH]c(=O)n(CCC(=O)N3CCN(c4ccc(Cl)cc4)CC3)c(=O)c2cc1OC | 0
Cc1ccc(N(Cc2ccccc2OC(=O)c2cccnc2)C2NS(=O)(=O)C3CCCCC23)cc1 (stereo not given) | -6
COc1ccc(-c2noc(N3CCN(c4ccc(Cl)cc4)CC3)n2)cc1OC | 1

A different layout for 2 compounds above.
COc1cc2[nH]c(=O)n(CCC(=O)N3CCN(c4ccc(Cl)cc4)CC3)c(=O)c2cc1OC
  ROC1-CUL1 inh = 0
CN(C)S(=O)(=O)Cc1ccc(Cl)cc1Cl
  ROC1-CUL1 inh = 8

New compounds follow.
SMILES | ROC1-CUL1 inh
Cc1ccc2nc(COc3cccc(NC(=O)Nc4ccc(C)c(Cl)c4)c3)cc(=O)n2c1 | -4
CC(C(=O)OCC(=O)c1ccc(-c2ccccc2)cc1)N1C(=O)c2c(Cl)c(Cl)c(Cl)c(Cl)c2C1=O (stereo not given) | 4
O=C(Nc1ccc2c(c1)CCCN2C(=O)c1cccs1)c1ccccc1 | -2
CC(=O)c1c(C)oc2ccc(N(C(=O)c3ccc(Cl)cc3)S(=O)(=O)c3ccc(F)cc3)cc12 | 10
CC(C)(O)C#Cc1ccc2c(c1N)C(=O)c1ccccc1C2=O | 9
Cc1ccc2nc(-c3cc(NC(=O)/C=C/c4ccccc4)ccc3Cl)oc2c1 | -3
CCC(=O)N1N=C(c2ccc(Br)cc2Br)CC1c1ccc(OC)c(OC)c1 (stereo not given) | 2
CN1C(=O)C2C(=NC(=O)CC2c2cccc(Cl)c2)n2c1nc1ccccc12 (stereo not given) | 1
O=C(O)c1c(-c2ccccc2)oc2ccc(OCc3c(F)cccc3Cl)cc12 | 10
COc1ccccc1C1CC(c2ccc(Cl)cc2)=Nc2nc(-c3ccc(Cl)cc3)nn21 (stereo not given) | -5
COc1ccc(CN2CCCC(CO)(CCc3ccccc3)C2)c(OC)c1 (stereo not given) | 2
COc1ccc(/C=C2/SC(=O)N(CC(=O)Nc3ccccc3)C2=O)cc1O | -5
COc1ccccc1/C=N\NC(=O)c1ccc(COc2ccc(C)c(C)c2)o1 | -1
COc1ccc(OC)c(-c2cc(Cl)c3c(c2)CC(CNC(=O)CCc2cccnc2)O3)c1 (stereo not given) | -2
COCCN(CC1CCN(Cc2ccccc2OC)CC1)C(=O)c1csc(C(C)=O)c1 | 6
COc1ccc(Br)cc1/C=C/C(=O)c1ccccc1 | -1
COc1ccccc1C1=Nn2c(nc3sc(C(=O)Nc4ccccc4Cl)c(C)c3c2=O)SC1 | 3
Cc1c(C(=O)N(C)c2cccc(C(F)(F)F)c2)sc2nc3n(c(=O)c12)CCCCC3 | 10
CCOc1cc(/C=c2\sc3nc4ccccc4n3c2=O)ccc1OCc1ccccc1C | 4
CCC1=NN(C(=O)Cc2ccc(OC)c(OC)c2)C(O)(C(F)(F)F)C1 (stereo not given) | 6
CC(C)c1cnc2c(c1SCC(=O)Nc1ccc(C(N)=O)cc1)c(=O)n(C)c(=O)n2C | -3
COc1cccc2c1OCC(NCc1ccc(C)cc1)C2 (stereo not given) | 16
CCCCOc1ccc(C(=O)N/N=C/c2cn[nH]c2-c2ccc(OC)c(OC)c2)cc1 | 3
N#CC1C(=N)Oc2c(ccc3cccnc23)C1c1cccc(Br)c1 (stereo not given) | 0
C=CCS(=O)(=O)c1ccc2ccccc2c1 | 2
O=C(CCC1CCN(C(=O)C2=CCCC2)CC1)NCC1CCCO1 (stereo not given) | 4
CCC(CC)C(=O)Oc1ccccc1OC | 7
Cc1ccc(SC(C)C(=O)NC(C(C)C)C(C)C)cc1 (stereo not given) | 7
Cc1ccccc1CNC(=O)CCC(=O)N1CC2CCCN2c2ccccc21 (stereo not given) | -3
O=C(Nc1ccc(Cl)cc1)c1cc2ccccc2oc1=O | -4
CC(C)c1ccc2oc(-c3cc(NC(=S)NC(=O)C(c4ccccc4)c4ccccc4)ccc3O)nc2c1 | -7
CN=C1C(=O)NC(=O)N(Cc2ccccc2)C1N (stereo not given) | 4
COc1ccc(OC)c(CNC(=O)CCc2c(C)nc3c(c2C)c(=O)n(C)c(=O)n3C)c1 | 1
CCSC1=N/C(=C\c2ccc(N(CC)CC)cc2OC)C(=O)S1 | -3
CCOC(=O)c1c(NC(=O)C(C)Sc2cn(CCNC(=O)c3c(F)cccc3F)c3ccccc23)sc2c1CCC2 (stereo not given) | 0
Cc1ccc(Cl)cc1N1CCN(S(=O)(=O)c2cn(C)c(C)n2)CC1 | -7

As entered above.
Entry of CCSC1=N/C(=C\c2ccc(N(CC)CC)cc2OC)C(=O)S1 under ROC1-CUL1 inh: -3
Entry of Cc1ccccc1CNC(=O)CCC(=O)N1CC2CCCN2c2ccccc21 (stereo not given) under ROC1-CUL1 inh: -3

Continued.
SMILES | ROC1-CUL1 inh
CCOC(=O)C1(Cc2ccccc2Cl)CCN(C(=O)CCSC)CC1 | 1
Cc1ccc(Cl)cc1NC(=O)CC1NC2CCCCC2NC1=O (stereo not given) | 15
C(=N\Nc1nc(N2CCCCC2)nc(N2CCOCC2)n1)/c1cn(Cc2ccccc2)c2ccccc12 | 2
CC(C)CN1CCC(CNC(=O)c2ccc(N3CCC(CO)CC3)nc2)C1 (stereo not given) | 6
COc1ccccc1CNc1ccc(-c2nc(-c3cccnc3)no2)cc1[N+](=O)[O-] | 2
COc1ccc2c(c1)c1c(c(=O)n(CCc3ccccc3)c(=O)n1Cc1cccc(Cl)c1)n2C | -1
CCc1cc2c(=O)n(-c3ccc(Cl)cc3)c(SCC(N)=O)nc2s1 | -9
Cc1cccc(N2NC(=O)/C(=C/c3ccc(-c4ccc(Cl)c(C(=O)O)c4)o3)C2=O)c1 | 3
CCOC(=O)c1c(C)oc2nc(C)nc(N3CCN(c4cc(Cl)ccc4C)CC3)c12 | 3
C=CCNC(=O)c1nnn(-c2ccc(C)cc2)c1CCC | 12
COc1ccccc1C(=O)NC(NC(C)(C)C)C(Cl)(Cl)Cl (stereo not given) | 4
O=C(Oc1ccccc1Cl)c1ccc(COc2ccc(Cl)cc2Cl)o1 | -13

Exported as comma-separated lines: entries from further up.
structure,ROC1-CUL1 inh
CCOC(=O)c1c(C)oc2nc(C)nc(N3CCN(c4cc(Cl)ccc4C)CC3)c12,3
C=CCNC(=O)c1nnn(-c2ccc(C)cc2)c1CCC,12
COc1ccccc1C(=O)NC(NC(C)(C)C)C(Cl)(Cl)Cl (stereo not given),4

Other results.
SMILES | ROC1-CUL1 inh
CCCc1nn(C)c2c(=O)[nH]c(-c3cc(S(=O)(=O)Nc4ccc(C)cc4)ccc3OCC)nc12 | -2
CCC1(N)C(=O)c2ccccc2C1=O | 7
COc1cc(CN2CCCC(CNC(=O)c3cccs3)C2)cc2c1OCO2 (stereo not given) | 5
COCC1=C(C#N)C(c2cccs2)C(C(=O)OC)C(=N)O1 (stereo not given) | 5
Cc1nc(-n2nc(C)c(Cc3ccc4c(c3)OCO4)c2C)sc1C(=O)Nc1cccc(Cl)c1 | 2
COC(=O)C1CCN(C(=O)c2cc(COc3ccc(F)cc3F)[nH]n2)CC1 | 5
CC(C)(C)C1=Nc2ccccc2C2(C1)SC(C)(C)C2(C)C (stereo not given) | 0
CCc1nn2c(=O)cc(COC(=O)c3ccccc3NC(=O)COc3ccc(C)c(C)c3)nc2s1 | -17
O=C(CSc1ccc2nnc(-c3cccnc3)n2n1)NCC1(N2CCOCC2)CCCCCC1 | -3
CCN(c1cccc(C)c1)S(=O)(=O)c1nnc(NC(=O)c2ccccc2Cl)s1 | -6
COc1cccc(/C=C2\C(=O)N(c3ccc(S(N)(=O)=O)cc3)N=C2C)c1 | 97*
CCc1ccc(-c2csc(C(C#N)C=Nc3cccc4ccccc34)n2)cc1 (stereo not given) | -7

Screening data: PubChem BioAssay, Icahn School of Medicine at Mount Sinai
